Source: PubChem (several laboratories)
BaF3 tox – reduces parental Ba/F3 cell viability, JAK2V617F counter-screen; AID 1486; inhibition, % at 5.6 µM; CellTiter-Glo ATP luminescence; 220,000 tested, 1.1% active;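 active = inhibition above a per-campaign cutoff, the mean inhibition of all tested compounds plus 3 SD, cut at about 27% in these data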;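 also: 0% = DMSO wells and 100% = JAK Inhibitor I control wells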
TRPML3 agonist – activates the human TRPML3 channel | activation, % at 3 µM | HEK293 TRPML3-YFP, Fluo-8 calcium fluorescence; 100% = the carbachol control signal | 220,000 tested, 0.29% active;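 active = activation above its plate's cutoff, the mean activation of the plate's test wells plus 3 SD, cut at about 12% in these data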;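 also: 0% = DMSO only wells and 100% = carbachol wells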
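Material: TRPML3-YFP stable HEK293 cells | Dosing: One concentration, 3 µM nominal, 0.3% DMSO | Timing: 125 s total fluorescence read per well | Technique: Fluo-8 calcium dye fluorescence, ex 470-495, em 515-575 nm | Measure: Percent activation from peak-to-basal fluorescence ratio, scaled between DMSO and carbachol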
zfTRPN1 agonist – activates the zebrafish TRPN1 channel; HEK293 zebrafish TRPN1-YFP, Fluo-8 calcium fluorescence; 100% = response to 87 µM carbachol; activation, % at 3 µM; 220,000 tested, 0.18% active; AID 1424;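 active = activation above its plate's cutoff, the mean activation of test wells on that plate plus 3 SD, cut at about 19% in these data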;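 also: 0% = DMSO alone and 100% = 87 µM carbachol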
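Material – zebrafish TRPN1-YFP in HEK293 cells · Doses – 3 µM single point · Schedule – dye 1 h 37 °C plus 30 min RT · Signal – Fluo-8 calcium fluorescence, excitation 470-495 nm, emission 515-575 nm · Read-out – % activation versus carbachol response · Control set – carbachol high, DMSO low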
CHOP inhibitor – blocks CHOP induction under ER stress; CHO-K1 CHOP-promoter luciferase, tunicamycin-induced, 15-18 h; inhibition, % at 10 µM; 220,000 tested, 3.8% active;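 active = compounds that reduced the stress-induced luciferase reporter signal by more than about 70% of percent inhibition, limit read from the data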;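 also: 0% = tunicamycin plus vehicle and 100% = wells without tunicamycin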
TNF necrop inh – blocks TNF-alpha induced death of Jurkat FADD-/- cells. activation (protection from cell death), % at 10 µM. AID 463075. Jurkat FADD-/- TNF necroptosis rescue, ATP luminescence, 24 h; 0 = TNF only, 100 = no-TNF cells. 220,000 tested, 0.068% active;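 active = activation, meaning protection from cell death, of at least 50% relative to plate controls; inactive = activation below 50%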;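 also: necroptosis triggered by 40 ng/mL TNF-alpha added together with compound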
PPC-1+TRAIL kill – kills PPC-1 cancer cells in the presence of TRAIL. PPC-1 cells + TRAIL, ATPLite viability luminescence. AID 1443. 220,000 tested, 0.41% active. cell killing (% activity), % at 4 µM;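 active = cell killing above 50% in the first pass at 4 µM, then a duplicate retest at 5 µM averaging 50% or more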;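 also: plate controls were cells with TRAIL plus DMSO for no effect and medium-only wells lacking cells for full effect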
Wee1 degr inh – human Wee1 degradation inhibition, primary screen; P30291; HeLa Luc-Wee1K328M stability, luciferase luminescence; 100% = proteasome inhibitor MG132 effect; reporter increase, % at 5 µM; 220,000 tested, 1.2% active; AID 1321;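 active = activation above the mean of all tested compounds plus 3 SD, set per screening run, cut at about 8.8% in these data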;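 also: cells exposed to compound for 20 h before luminescence read; 0% = DMSO alone and 100% = MG132 at 30 µM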
Target sequence (P30291 whole entry K328M): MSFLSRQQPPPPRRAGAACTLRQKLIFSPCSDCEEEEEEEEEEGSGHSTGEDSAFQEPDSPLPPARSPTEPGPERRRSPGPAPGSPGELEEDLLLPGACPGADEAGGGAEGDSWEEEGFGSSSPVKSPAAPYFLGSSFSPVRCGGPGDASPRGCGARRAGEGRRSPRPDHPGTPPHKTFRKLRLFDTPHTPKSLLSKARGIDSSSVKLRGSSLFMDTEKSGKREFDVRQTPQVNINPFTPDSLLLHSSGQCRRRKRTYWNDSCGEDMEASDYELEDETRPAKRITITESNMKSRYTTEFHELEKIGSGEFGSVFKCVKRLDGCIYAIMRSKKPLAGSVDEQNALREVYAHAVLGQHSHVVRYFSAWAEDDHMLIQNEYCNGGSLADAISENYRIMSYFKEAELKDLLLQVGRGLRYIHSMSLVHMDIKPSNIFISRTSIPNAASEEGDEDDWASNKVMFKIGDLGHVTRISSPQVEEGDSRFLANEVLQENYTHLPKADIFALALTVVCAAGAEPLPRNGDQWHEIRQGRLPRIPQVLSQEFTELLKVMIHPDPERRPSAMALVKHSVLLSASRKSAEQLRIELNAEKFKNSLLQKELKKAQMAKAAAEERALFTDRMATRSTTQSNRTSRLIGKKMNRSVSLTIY
RBBP9 inh – blocks human serine hydrolase RBBP9; recombinant RBBP9, FP-Rh probe fluorescence polarization; inhibition, % at 7.94 µM; 220,000 tested, 0.2% active;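 active = inhibition above the campaign mean of all tested compounds plus 3 SD, cut at about 14% in these data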;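 also: plate controls were DMSO wells with RBBP9 for no effect and wells lacking RBBP9 protein for full effect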
Target sequence (O75884 whole entry, looked up): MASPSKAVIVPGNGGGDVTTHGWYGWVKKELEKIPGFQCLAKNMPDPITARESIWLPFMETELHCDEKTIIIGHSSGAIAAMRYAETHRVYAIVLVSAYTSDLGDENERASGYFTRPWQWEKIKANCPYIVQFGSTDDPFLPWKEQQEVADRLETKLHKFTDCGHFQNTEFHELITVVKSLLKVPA
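System: RBBP9 protein / Buffer or medium: Tris/NaCl buffer pH 8.0 with 0.1% Pluronic / Probe or stimulus: Serine-hydrolase probe FP-Rh, 375 nM pre-mixing / Dosing: 7.94 µM single dose, 0.794% DMSO / Times: enzyme-compound preincubation 30 min, then probe labeling 45 min, 25 °C / Technique: fluorescence polarization (mP), excitation 525 nm, emission 598 nm / Replication: singlicate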
Ba/F3 V617F tox – lowers viability of Ba/F3 cells expressing EpoR and JAK2V617F | ATP luminescence | inhibition, % at 5.6 µM | 220,000 tested, 1.1% active;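 active = inhibition above the campaign mean plus 3 SD over all tested compounds, cut at about 24% in these data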;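 also: cytokine-independent growth of Ba/F3 cells driven by EpoR plus mutant JAK2; 0% = DMSO-treated cells and 100% = JAK inhibitor I control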
An asterisk follows results filed as active.

Every second line gives: BaF3 tox, TRPML3 agonist, zfTRPN1 agonist, CHOP inhibitor, TNF necrop inh, PPC-1+TRAIL kill, Wee1 degr inh, RBBP9 inh, Ba/F3 V617F tox
- CC(C)CC(NC(N)=O)C(=O)NCCc1ccc(Cl)cc1 (stereo not given)
    1, 0.1, 0.9, -13, 0.3, 20, 11*, -7, 1
- CS(=O)(=O)Nc1nc2n(n1)C(c1ccccc1)CC(c1ccccc1)N2 (stereo not given)
    1, 0.9, 1.1, 7, 6.4, 18, 0, -6, -1
- CN(C)c1nc(N(C)C)nc(N2CC(=O)N(c3ccccc3)C2=N)n1
    4, 0.7, 1.2, 1, 1.2, 12, -1, 0, 1
- CCCCNC(=O)Nc1cc(C(=O)OC)ccc1Cl
    3, 3.0, 0.1, 22, 0.2, -12, -1, 0, 0
- Cc1ccc(NC(=O)C2CCCN(S(=O)(=O)c3cnc[nH]3)C2)c(Br)c1 (stereo not given)
    -2, 0.1, 0.0, -1, -0.3, 21, -1, -6, -4
- Cc1ccc(SCCC(=O)N/N=C/c2ccncc2)cc1
    5, 0.1, 1.2, 11, 0.2, 21, -4, -2, -2
- Cc1ccc2c(Cl)cc(Cl)c(OCC(=O)Nc3ccc(C)c(S(=O)(=O)N(C)C)c3)c2n1
    5, 0.6, 0.0, 2, -1.5, 8, -2, -9, -2
- CCN(Cc1ccccc1)C(c1cc2cc(C)cc(C)c2[nH]c1=O)c1nnnn1CCOC (stereo not given)
    6, 0.1, -0.4, 37, -2.8, 0, 1, -10, 1
- C=CCn1c(SCc2ccc(Cl)c(Cl)c2)nnc1C(CO)NC(=O)c1ccc(OC)cc1 (stereo not given)
    0, 0.1, 0.5, 49, 2.1, 9, 2, -5, -4
- CCOC(=O)c1[nH]c(C)c(C(=O)Nc2ccc3c(c2)CCC3)c1C
    3, -0.4, 0.7, 7, -1.5, 15, -1, -11, 4
- COc1ccc(CCNC(=O)COC(=O)CCC(=O)c2ccc(F)cc2)cc1OC
    6, 0.1, 0.1, 12, -1.8, 18, 0, -10, 0
- O=[N+]([O-])c1cc(C(F)(F)F)cc([N+](=O)[O-])c1NCCCN1CCOCC1
    9, 0.4, 0.8, -7, 0.0, 9, -1, -2, 5
- O=c1[nH]nc2n1CCCCC2
    -1, 1.0, -0.2, 3, 0.4, 0, 1, -6, -3
- O=[N+]([O-])c1ccc(O)c(/C=N/Nc2nc3ccccc3[nH]2)c1
    5, 0.8, 1.6, 39, -9.1, 42, 7, 2, -1
- CCN(CC)c1nc2c(s1)C(=O)CC(C)(C)C2
    4, 0.7, 0.2, 20, 2.1, -12, -2, -5, -3
- Cc1cc2ncn(C3CC(=O)N(Cc4ccc(N5CCCC5=O)cc4)C3=O)c2cc1C (stereo not given)
    0, 1.1, 1.9, -26, -0.8, -1, 6, -3, -5
- c1ccc(SCCN2CCc3ccccc3C2)cc1
    4, -0.2, -0.3, 8, 4.6, 17, 1, -10, 0
- CCOC(=O)N/N=C/c1cc(C)n(-c2ccccc2)c1C
    7, 0.5, 0.5, -19, 1.7, 18, 4, -2, 2
- COc1ccc(NC(=O)CSc2nnc(CNC(=O)c3ccco3)o2)cc1
    2, 0.6, -2.1, 20, 0.5, 22, 1, -5, 1
- CC1CN(Cc2nc3c(c(=O)n(C)c(=O)n3C)n2Cc2ccccc2)CC(C)O1 (stereo not given)
    5, 1.3, -0.2, 7, 1.6, -11, -2, 1, -2

The final six compounds of the section above come first, to join the parts:
Every second line gives: BaF3 tox, TRPML3 agonist, zfTRPN1 agonist, CHOP inhibitor, TNF necrop inh, PPC-1+TRAIL kill, Wee1 degr inh, RBBP9 inh, Ba/F3 V617F tox
- CCN(CC)c1nc2c(s1)C(=O)CC(C)(C)C2
    4, 0.7, 0.2, 20, 2.1, -12, -2, -5, -3
- Cc1cc2ncn(C3CC(=O)N(Cc4ccc(N5CCCC5=O)cc4)C3=O)c2cc1C (stereo not given)
    0, 1.1, 1.9, -26, -0.8, -1, 6, -3, -5
- c1ccc(SCCN2CCc3ccccc3C2)cc1
    4, -0.2, -0.3, 8, 4.6, 17, 1, -10, 0
- CCOC(=O)N/N=C/c1cc(C)n(-c2ccccc2)c1C
    7, 0.5, 0.5, -19, 1.7, 18, 4, -2, 2
- COc1ccc(NC(=O)CSc2nnc(CNC(=O)c3ccco3)o2)cc1
    2, 0.6, -2.1, 20, 0.5, 22, 1, -5, 1
- CC1CN(Cc2nc3c(c(=O)n(C)c(=O)n3C)n2Cc2ccccc2)CC(C)O1 (stereo not given)
    5, 1.3, -0.2, 7, 1.6, -11, -2, 1, -2
- CCOc1ccc(C2c3c(oc4cc(C)c(C)cc4c3=O)C(=O)N2CCCN2CCOCC2)cc1 (stereo not given)
    2, 0.2, 1.0, 39, 1.1, 16, -3, -8, -1
- CC(C)=CCN1CCN(Cc2cnc(N3CCCC3)s2)CC1CCO (stereo not given)
    7, 1.0, 0.8, -6, 0.9, 38, 3, -7, 1
- COc1ccc(CCC(=O)Nc2cc([N+](=O)[O-])ccc2OC)cc1
    4, -0.4, -1.5, 27, 2.5, 21, -1, 2, 0
- C=CCN(CC=C)C(=S)NC(=O)/C=C/c1ccc(C)cc1
    4, 0.1, 0.5, 21, 1.0, 10, 0, -6, -3
- O=S(=O)(NCc1cn2ccccc2n1)c1cc(F)ccc1F
    -5, 0.9, -0.5, 22, 0.9, 4, -1, -1, 1
- O=[N+]([O-])c1ccc(/C=N/N2CCN(c3ccncc3S(=O)(=O)N3CCCCC3)CC2)cc1
    2, 1.2, 1.3, -4, 2.7, 7, 0, 0, -3
- CN(C)c1ccc(/C=C2/NC(=O)NC2=O)cc1
    9, -0.8, -0.7, -1, -3.8, 36, 1, -1, 4
- NCCCC(=O)N1c2ccccc2Sc2ccccc21
    5, -0.1, 0.9, 4, 0.6, 0, 0, 1, 3
- NS(=O)(=O)c1ccc(CCNC(=O)c2cccc([N+](=O)[O-])c2)cc1
    6, 1.3, 1.1, 56, -0.3, 2, -1, -13, 0
- NNc1nc2c(-c3ccc(F)cc3)nnn2c2ccccc12
    5, -0.3, 1.4, 10, -3.5, 17, 3, -4, 4
- O=C(OCC(=O)c1c[nH]c2ccccc12)c1ccco1
    3, 0.1, 1.3, 12, -3.5, 12, 2, -8, -4
- COc1cc(CSC)nc(-c2ccccc2)n1
    5, -0.4, 1.3, 23, 1.4, 25, -1, -3, 4
- Cc1csc(NC(=O)c2cccn2C)n1
    1, 0.6, 0.5, -3, -0.4, 31, -1, -5, 2
- CSc1nc(C)c2c(c1C#N)CCCC2
    1, 0.3, -0.2, 92*, -2.3, 32, -1, -7, -2
- Oc1ccc(-c2n[nH]c(=S)n2-c2ccc3c(c2)OCCO3)c(O)c1
    4, 0.5, 1.9, -8, 19, 18, 0, -9, 5
- CCOC(=O)CN1C(=O)C(C)(C)Oc2ccc(C(=O)NC(C)(C)CC)cc21
    2, 0.7, 0.0, -2, -1.3, 19, -1, -1, -1
- O=C(CCn1[nH]c(=O)c2ccccc2c1=O)NCCO
    4, 0.6, 0.1, 7, -1.0, -8, -2, -11, 5
- O=C(CSc1nnc2ccccn12)c1ccc2c(c1)OCCO2
    2, 0.5, -0.8, 13, -0.8, 15, 0, -1, -4
- CSc1nnc(CNS(=O)(=O)c2ccc(Cl)cc2)n1C
    5, 0.7, 1.8, -6, -0.7, 14, 3, -7, 2
- COc1ccccc1-c1cc(N)n(S(=O)(=O)c2cccc3nsnc23)n1
    -2, -1.0, -1.9, 9, -0.3, 17, -1, -7, 2

(further entries)
Key to letters – A = BaF3 tox; B = TRPML3 agonist; C = zfTRPN1 agonist; D = CHOP inhibitor; E = TNF necrop inh; F = PPC-1+TRAIL kill; G = Wee1 degr inh; H = RBBP9 inh; I = Ba/F3 V617F tox
> COc1cccc(/C=C2\C(=O)N(c3cccc(C)c3)C(=O)c3ccccc32)c1
  A: 8	B: 0.2	C: 2.5	D: -21	E: 1.5	F: 14	G: 0	H: -7	I: 0
> COc1cc(NC(=O)CSc2nnc3ccc(-c4ccncc4)nn23)cc(OC)c1
  A: 1	B: 0.6	C: 0.6	D: -17	E: -0.6	F: -6	G: -1	H: -8	I: 1
> N/C(Cc1ccc(Cl)cc1)=N\OC(=O)c1cccc2ccccc12
  A: 0	B: 0.5	C: -0.8	D: 45	E: -1.4	F: 16	G: 4	H: -4	I: -3
> Cc1ccnc(NC(=S)NC(=O)/C=C/c2ccco2)c1
  A: 3	B: -0.5	C: -1.7	D: -40	E: -5.1	F: -8	G: 5	H: -3	I: 1
> COc1ccccc1C(=O)N/C(=C/c1ccc(Br)cc1)C(=O)NCC(=O)O
  A: 4	B: 0.2	C: 1.4	D: -17	E: -1.5	F: 12	G: 0	H: -4	I: -1
> COC(=O)C1=C(C)N(CCCC(=O)O)C(=O)NC1c1cccs1 (stereo not given)
  A: 4	B: 0.5	C: 0.4	D: 3	E: 1.0	F: 20	G: -1	H: -4	I: -1
> O=C(c1ccco1)N1CCN(C(c2ccccc2)c2nnnn2C2CCCC2)CC1 (stereo not given)
  A: -2	B: 0.6	C: 0.9	D: -9	E: 0.9	F: 16	G: 0	H: -4	I: -1
> CCOC(=O)C(Cc1ccccc1)NC(=O)CCc1c(C)nc2ncnn2c1C (stereo not given)
  A: 1	B: 0.4	C: 1.1	D: -22	E: 0.1	F: 0	G: 3	H: 0	I: -2
> CN(C)c1ccc(C2Nc3ccccc3C(=O)N2NS(=O)(=O)c2ccccc2)cc1 (stereo not given)
  A: 10	B: 0.4	C: 0.5	D: 29	E: -1.0	F: 4	G: 0	H: 2	I: -1
> COC(=O)C(C(=O)OC)C(C[N+](=O)[O-])c1ccc(O)c(OC)c1 (stereo not given)
  A: 1	B: 0.1	C: 3.6	D: -6	E: 1.0	F: -6	G: 2	H: -4	I: 2
> CN(C)CCCOC(=O)Cc1ccc(Cl)cc1
  A: 8	B: 0.2	C: -0.1	D: 6	E: -3.0	F: 18	G: 3	H: -1	I: 4
> Cc1ccc(NC(=O)CN(C)C(=O)c2cc3ccccc3o2)cc1
  A: 8	B: 1.7	C: 2.3	D: 19	E: 0.7	F: 19	G: 1	H: -8	I: -1
> O=C(NC1CCCC1)C(c1ccncc1)N(C(=O)Cc1cccs1)c1ccccc1 (stereo not given)
  A: 2	B: 0.7	C: 0.5	D: -10	E: 0.4	F: -6	G: -1	H: -1	I: -3
> CSc1nnc(C)c(=O)n1COC(=O)COc1ccc(Cl)cc1Cl
  A: 2	B: 0.8	C: 0.1	D: -7	E: 0.3	F: 3	G: 1	H: -9	I: -6
